# High-throughput results from PubChem.
# NCI-60 one-dose screen, 48 h, at 10 µM unless noted. Numbers give growth in % (100 = growth as untreated, 0 = no growth, -100 = all killed).
# 786-0 – 786-0 renal cancer cells | 81,000 tested, 5.1% active | AID 1794775
# UO-31 – UO-31 renal cancer; 81,000 tested, 5.2% active; AID 1794768
# TK-10 – TK-10 renal cancer cells; 81,000 tested, 3.9% active
# CAKI-1 – CAKI-1 renal cancer. 75,000 tested, 4.7% active. AID 1794772
# NCI/ADR-RES – NCI/ADR-RES ovarian cells; 81,000 tested, 4.4% active; AID 1794790
# IGROV1 – IGROV1 ovarian cancer; AID 1794786; 79,000 tested, 4.7% active
# SN12C – SN12C renal cancer cells; 81,000 tested, 3.8% active
# ACHN – ACHN renal cancer; 81,000 tested, 4.9% active; AID 1794771
# * hit, by the source's call; · = not tested or not shown; & = joins results of further samples; ! = not confirmed by another sample; [ ] = remark or other dose. How the source made its calls: active means growth percent below 10; inactive means the rest.
SMILES,786-0,UO-31,TK-10,CAKI-1,NCI/ADR-RES,IGROV1,SN12C,ACHN
CC(=O)c1ccc(NS(=O)(=O)c2ccc(-c3cnc(C4CC4)o3)cc2)cc1,99,86,105,86,92,95,95,99
COc1cc(-c2nc3occn3c2-c2ccnc(NCCCNS(=O)(=O)c3ccc(F)cc3)n2)ccc1F,100,89,107,94,100,105,100,101
CCCOc1cc2ccccc2cc1C(=O)Nc1nc(NC)c2c(ccc3nccc32)[nH]1,-73*,-89*,-66*,-64*,-17*,-67*,-72*,-91*
CCCCCCCCCCCCCCCCCC1=NC(C)(C)CN1CCO,-54*,-63*,-34*,-41*,56,-26*,-30*,-49*
Cn1cc(-c2nc(-c3c[nH]c4ncccc34)cs2)c2cccnc21,61,53,31,28,45,61,84,41
Cc1c(C(=O)NCCc2ccccc2)sc2ncc(-c3ccc(Br)cc3)n12,86,91,135,105,115,101,99,105
COc1ccc(C(=O)/C=C/c2cccc(Br)c2)cc1S(N)(=O)=O,-98*,-92*,-92*,-80*,-22*,-34*,-79*,-95*
O=C(NCCCNc1nccc(-c2c(-c3cccc(F)c3)nc3sccn23)n1)c1ccc(Cl)cc1,80,42,108,74,74,63,64,66
CCSC(SCC)SCC,106,87,107,94,102,112,103,109
Cc1ccc(C2(C)NC(=O)N(CC(=O)Nc3cccc(C)c3)C2=O)cc1 (configuration not stated),104,82,106,112,95,105,100,99
Cc1cnc(C(=O)Nc2nc3ccc(S(=O)(=O)Nc4ccc(C(C)(C)C)cc4)cc3[nH]2)cn1,23,40,43,27,14,35,44,50
O=C1C=CC(=Nc2ccccc2)O1,104,83,113,86,97,100,101,105
COC(=O)/C=C1/S/C(=N/NC(=O)COc2cc(=O)n(C)c3ccccc23)N(c2ccccc2)C1=O,105,73,118,93,100,101,97,96
Cc1nc(=S)c2cnn(-c3ccc([N+](=O)[O-])cc3)c2[nH]1,88,98,97,100,108,101,99,113
COC(=O)C(=O)C(C(=O)C(=O)Nc1cc(Cl)c(Cl)cc1Cl)c1nc2ccc([N+](=O)[O-])cc2[nH]c1=O (configuration not stated),96,81,123,92,104,93,101,90
O=C(/C=C/c1ccc(Cl)cc1)Oc1ccc(/C=C2\CCCCC2=O)cc1,105,91,95,97,100,108,102,99
COc1ccc(-c2cc(-c3ccccc3)n3nc(N)nc3n2)cc1,95,78,78,89,97,102,101,84
OCCCCCCCCCCCO,95,87,82,101,98,102,100,106
COc1ccc(-c2csc(N/N=C/c3c(-c4ccc(S(C)(=O)=O)cc4)nc4ccccn34)n2)cc1,83,87,·,93,110,115,105,102
CC1(c2cc3cc(Cl)ccc3oc2=O)NC(=O)c2c(/C=C/C(=O)OC3CC4CCC3(C)C4(C)C)cccc2N1 (configuration not stated),70,43,79,60,64,76,58,62
Clc1ccc(Nc2ncc(Cc3cccc(Cl)c3Cl)s2)cc1,95,72,98,88,93,93,91,98
CN(CCCCl)Cc1ccccc1,100,82,99,87,109,100,100,109
O=C(CCl)Nc1c[nH]c(=O)[nH]c1=O,114,86,101,·,118,99,97,97
C[C@@H]1O[C@H](Oc2c(-c3ccc(O)c(O)c3)oc3cc(O)cc(O)c3c2=O)[C@H](O)[C@H](O)[C@H]1O,100,91,93,·,108,100,100,104

# Random excerpt: five entries already listed.
SMILES,786-0,UO-31,TK-10,CAKI-1,NCI/ADR-RES,IGROV1,SN12C,ACHN
O=C(/C=C/c1ccc(Cl)cc1)Oc1ccc(/C=C2\CCCCC2=O)cc1,105,91,95,97,100,108,102,99
COC(=O)C(=O)C(C(=O)C(=O)Nc1cc(Cl)c(Cl)cc1Cl)c1nc2ccc([N+](=O)[O-])cc2[nH]c1=O (configuration not stated),96,81,123,92,104,93,101,90
CC1(c2cc3cc(Cl)ccc3oc2=O)NC(=O)c2c(/C=C/C(=O)OC3CC4CCC3(C)C4(C)C)cccc2N1 (configuration not stated),70,43,79,60,64,76,58,62
CCCOc1cc2ccccc2cc1C(=O)Nc1nc(NC)c2c(ccc3nccc32)[nH]1,-73*,-89*,-66*,-64*,-17*,-67*,-72*,-91*
Cc1cnc(C(=O)Nc2nc3ccc(S(=O)(=O)Nc4ccc(C(C)(C)C)cc4)cc3[nH]2)cn1,23,40,43,27,14,35,44,50

# The listing continues:
SMILES,786-0,UO-31,TK-10,CAKI-1,NCI/ADR-RES,IGROV1,SN12C,ACHN
CCOC(=O)c1sc(/N=C2\NC(=O)/C(=C/c3ccc(N4CCN(C)CC4)cc3)S2)nc1C,87,85,116,·,98,100,111,108
CC1CCCc2c1nc1nc(=S)[nH]c(N)c1c2-c1ccc(Cl)cc1 (configuration not stated),95,96,103,69,100,91,92,96
Cc1cc(C)c([N+](=O)[O-])cc1N,102,103,·,102,103,110,102,110
COC(=O)C1(C)CCC[C@]2(C)[C@H]3C[C@H]4C(C(C)C)=C[C@]3(CC[C@@H]12)[C@H]1[C@@H]4[C@@H](OC(=O)c2ccco2)CC[C@@H]1O (some centres not stated),99,90,111,73,97,106,98,100
CC(=O)OC1CCCCC1c1ccccc1 (configuration not stated),97,99,106,97,108,113,97,103
O=C1c2cccnc2-c2nccc3c2c1nc1cc(Br)ccc13,-86*,-93*,-99*!,-91*,-38*,-78*,-71*!,-92*
COC(=O)c1ccc(NC(=O)CSc2nc3ccccc3c(=O)n2-c2ccccc2)cc1,100,86,103,92,104,91,104,103
COc1ccc2c(c1)O/C(=C/c1ccc(OCC(=O)Nc3ccncc3)c(OC)c1)C2=O,99,86,111,·,108,105,98,·
CCN(CC)c1ccc(/C=N\NC(=O)/C=C/C=C/c2ccc3c(c2)OCO3)c(O)c1,47,25,38,29,18,38,54,26
COc1cccc(C2=NN(c3ccc(-c4ccccc4)nn3)C(c3ccc(F)c(OC)c3)C2)c1 (configuration not stated),98,65,109,73,95,86,101,102
O=C1CCN(Cc2ccccc2)C(=O)N1,107,81,101,121,108,117,93,100
O=C(CSc1nnc(-c2ccncc2)n1-c1ccccc1)c1ccc(Cl)cc1,91,77,105,92,95,95,81,90
Cc1cn(C2CCCCO2)c(=O)nc1NO (configuration not stated),103,101,103,108,107,113,103,110
Cc1cc2c([nH]1)CSc1cc(S(=O)(=O)c3ccccc3)c(=O)[nH]c1-2,21[100 µM],35[100 µM],26[100 µM],7.0*[100 µM],16[100 µM],43[100 µM],24[100 µM],23[100 µM]
CCOC(=O)/C(F)=C/C1CC1CCc1ccccc1 (configuration not stated),96,93,100,98,103,111,103,102
CC(=O)Oc1c2ccccc2c(OC(C)=O)c2ccccc12,94,84,101,102,104,119,103,103
Cc1ccc(S(=O)(=O)OCCN(CCOS(=O)(=O)c2ccc(C)cc2)c2c[nH]c(=O)[nH]c2=O)cc1,112,83,112,98,112,112,97,99
COc1cc(C2CC(c3cccc(Nc4ccncc4)c3)=NN2c2ccccc2)cc(OC)c1OC (configuration not stated),69,53,83,44,66,55,63,66
C=C(C)[C@@H]1CC[C@]2(C(=O)N[C@H](C)C(=O)OC)CC[C@]3(C)[C@H](CC[C@@H]4[C@@]5(C)Cc6c([nH]c7ccccc67)C(C)(C)[C@@H]5CC[C@]43C)[C@@H]12,86,77,92,77,98,96,89,89
Cc1ccc(NC(=O)NCc2ccco2)cc1[N+](=O)[O-],97,92,92,107,105,104,96,99
Nc1cc(=O)n(C(=O)CSc2ncnc3c2c(-c2ccccc2)c(-c2ccccc2)n3-c2cccc(Cl)c2)[nH]1,100,69,135,74,97,93,96,92
O=C(c1nc2ccccc2[nH]1)C1C(c2ccccc2)C2CSCN2[C@@]12C(=O)Nc1ccccc12 (some centres not stated),102,77,110,86,105,91,106,100
Nc1ncnn1Cc1ccccc1,100&96,95&82,98&104,100&104,101&101,118&100,97&102,101&114
CC(=O)N(c1ccccc1)C(C)C,108,91,97,104,99,105,107,113
Cc1cc(N2CCOCC2)nc(N2CCC(C(N)=O)CC2)n1,99,93,91,103,97,100,94,101
Cc1ccc(N/N=C/c2cn(-c3ccc(C(=O)O)cc3)nc2-c2cc3ccccc3oc2=O)cc1,104,61,118,87,98,77,93,89
CCNC(=S)NC1C(=O)N(C)C(=O)N(C)C1=O,100,89,108,95,114,106,97,97
Cc1ccc(OCC(O)CN2CCN(c3cccc(C)c3)CC2)cc1 (configuration not stated),107,84,110,94,105,108,104,106
FC(F)(F)c1[nH]ncc1-c1nc2c(N3CCCCC3)cc3[nH]ncc3c2c2c1CCCC2,-1.8*,-20*,1.9*,5.4*,45,-8.4*,2.5*,4.7*
N#C/C(=C\c1ccc(Br)cc1)n1nnc2cccc(F)c21,11,2.7*,16,18,3.3*,4.1*,4.6*,20
Cc1ccc(-c2csc(NC(=O)CN3CCN(c4cc(=O)[nH]c5ccc(F)cc45)CC3)n2)cc1,74,65,54,47,62,47,55,56
COc1ccc(NC2=C(Br)C(=O)C(C)=C(C)C2=O)cc1,103,74,172,95,81,41,80,86
O=C(Nc1cc([N+](=O)[O-])ccc1O)c1ccc(C(=O)Nc2cc([N+](=O)[O-])ccc2O)cc1,107,72,112,87,·,120,92,104
COc1ccc(-c2c3c(N)c4c(nc3nc3c2c(C)nn3-c2ccccc2)CCC4)cc1,93,74,103,90,95,96,98,87
Nc1nc2c3ccncc3cc(-c3cccc(Cl)c3)c2c2cnccc12,21,30,32,29,31,59,36,27
CCOC(=O)C(N)Cc1cc(I)c(O)c(I)c1 (configuration not stated),105&100,79&82,107&120,89&92,101&99,104&115,99&103,96&106

# Reprinted from the part before: seven compounds, followed by the next part.
SMILES,786-0,UO-31,TK-10,CAKI-1,NCI/ADR-RES,IGROV1,SN12C,ACHN
N#C/C(=C\c1ccc(Br)cc1)n1nnc2cccc(F)c21,11,2.7*,16,18,3.3*,4.1*,4.6*,20
Cc1ccc(-c2csc(NC(=O)CN3CCN(c4cc(=O)[nH]c5ccc(F)cc45)CC3)n2)cc1,74,65,54,47,62,47,55,56
COc1ccc(NC2=C(Br)C(=O)C(C)=C(C)C2=O)cc1,103,74,172,95,81,41,80,86
O=C(Nc1cc([N+](=O)[O-])ccc1O)c1ccc(C(=O)Nc2cc([N+](=O)[O-])ccc2O)cc1,107,72,112,87,·,120,92,104
COc1ccc(-c2c3c(N)c4c(nc3nc3c2c(C)nn3-c2ccccc2)CCC4)cc1,93,74,103,90,95,96,98,87
Nc1nc2c3ccncc3cc(-c3cccc(Cl)c3)c2c2cnccc12,21,30,32,29,31,59,36,27
CCOC(=O)C(N)Cc1cc(I)c(O)c(I)c1 (configuration not stated),105&100,79&82,107&120,89&92,101&99,104&115,99&103,96&106
CCNc1ccc(C)cc1,98,92,113,95,99,99,100,101
COc1cc2c(cc1OC)C1(C)N(CC2)C(=O)OC1(C)C (configuration not stated),102,91,102,102,105,109,101,107
Cc1ccc(-c2cc3nc(N(C)C)nc(-c4cccs4)n3n2)cc1,102,68,126,80,94,79,92,97
C(=N/Nc1ncc(-c2cc3cc(-c4ccccc4)ccc3o2)s1)/c1c2ccccc2cc2ccccc12,103,96,115,102,107,75,96,102
COc1ccc(C2=C(c3cn(C)c4ccccc34)C(=O)OC2)cc1OC,41,25,61,26,23,43,37,34
O=C(COc1cccc(/C=C2\Cc3ccc(Cl)cc3C2=O)c1)Nc1nccs1,98,-68*,142,78,77,·,89,92
Cc1ccc(C)c(CN(C)C)c1O,107,90,105,114,99,110,115,114
CCCCNC(=O)c1ccc(OCC)cc1,98,101,105,100,100,108,103,109
OCC1OC(c2ccc(O)cc2O)C(O)C1O (configuration not stated),105,86,106,111,107,96,104,104
C#CCn1cc(C(=O)c2cc(C)c(C)cc2O)cc(-c2ccc(OC)cc2)c1=O,95,67,106,69,101,80,97,90
N#Cc1c(-c2ccc(Cl)cc2Cl)c2c(N)nn(-c3ccccc3)c2[nH]c1=O,102,73,117,92,103,100,94,97
N=C1/C(=C/c2cc3ccccc3n3nnnc23)C(N)=NN1c1ccccc1,93,72,144,78,107,89,97,93
O=C1NC(=S)NC(=O)C1Cn1cnc2ccccc21,103,97,99,101,103,105,103,103
O=S(=O)(Nc1nccs1)c1ccc(Nc2nc(-c3ccccn3)cs2)cc1,80,103,129,·,108,111,106,109
CCN(c1cc(-c2ccc(CN3CCC(/C=C/S(=O)(=O)c4ccccc4)CC3)cc2)cc(C(=O)NCc2c(C)cc(C)[nH]c2=O)c1C)C1CCOCC1,71,45,121,51,74,54,64,80
O=C(N/N=C/C[C@@H]1[C@@H](CO)[C@H](O)C[C@@H]1O)c1ccncc1,100,89,83,·,106,105,96,107
O=C(NNC(=O)c1ccc(OCc2nc3ccc(Cl)cc3[nH]2)cc1)Nc1ccc(Cl)c(Cl)c1,81,85,110,92,94,84,77,106
Nc1nc(N)c(N=Nc2ccc(C(=O)O)c(O)c2)c(=O)[nH]1,95,82,104,90,100,105,98,98
C/C=C(\C)CO[C@H]1Cc2cc3ccc(=O)oc3cc2OC1(C)C,106,84,106,86,93,91,94,104
CCN(CC)c1ccc(/C=C2\Oc3ccc(O)c(I)c3C2=O)cc1,74,46,74,68,38,40,77,55
C[N+]1(C2CCC3CCCC2C3=O)CCCC1 (configuration not stated),104,85,114,110,120,114,113,113
NC(=O)[C@@H]1Cc2ccccc2CN1C(=O)c1ccc2c(c1)CCC2,100[50 µM],68[50 µM],128[50 µM],85[50 µM],103[50 µM],101[50 µM],100[50 µM],103[50 µM]
O=c1oc2ccc(Br)cc2cc1-c1cc(-c2ccc(-c3cc(-c4cc5cc(Br)ccc5oc4=O)nc(-c4cc5cc(Br)ccc5oc4=O)c3)cc2)cc(-c2cc3cc(Br)ccc3oc2=O)n1,107,80,114,109,98,106,102,102
O=C1NN(C(=O)c2ccccc2)C(c2ccc(Cl)c(Cl)c2)=C/C1=C\c1ccccc1[N+](=O)[O-],31[6.75 µM],-3.1*[6.75 µM],42[6.75 µM],24[6.75 µM],18[6.75 µM],19[6.75 µM],31[6.75 µM],24[6.75 µM]
COc1cccc(/C=C/C(=O)c2ccc(NC(=O)c3cc4cc5cc(C)ccc5nc4s3)cc2)c1,104,92,113,98,101,103,100,106
O=C(CSc1ccccn1)C1=S=C2C=CC=CN2C1=O,103,94,102,89,118,95,99,107
COc1cc(-c2nnc(SCC(=O)Nc3ccc(C(C)=O)cc3)o2)cc(OC)c1OC,97,95,96,97,98,98,·,95
